697 NFkB inh = lowers PMA/ionomycin-induced NF-kB signal in 697 B cells; inhibition, % at 4 µM; 697 B-cell NF-kB luciferase reporter, 16 h; 330,000 compounds, 0.33% hits; in the data active = inhibition above about 35%
Jurkat NFkB inh = inhibitors of the PMA/ionomycin-induced NF-kB reporter in Jurkat cells; PMA/ionomycin-induced NF-kB luciferase reporter, luminescence; inhibition, % at 4 µM; 330,000 compounds, 0.53% hits; in the data active = inhibition above about 50%
Gli-Sufu block = blocks Gli-Sufu signaling in a luciferase reporter. 340,000 compounds, 0.74% hits. inhibition, % at 5 µM. Sufu-KO-LIGHT fibroblasts, Gli luciferase reporter luminescence;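 active = inhibition above about 55%, limit read from the data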;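 also: 0% = DMSO-treated cells and 100% = wells with medium but no cells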
CHOP UPR activ = apoptotic UPR (CHOP) activation. AID 449763. activation, % at 10 µM. CHO-CHOP luciferase reporter, luminescence; percent of tunicamycin response over DMSO baseline. 330,000 compounds, 0.34% hits;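 active = at 10 µM dose, activation of 40% or more, normalized to positive control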;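 also: 100% = tunicamycin at 10 µg/mL and 0% = DMSO alone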
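Dosing – one dose, 10 µM in 0.5% DMSO · System – CHO-CHOP cells, stable luciferase reporter of PERK-eIF2a-CHOP signalling · Input – 500 cells/well · Control set – tunicamycin 10 µg/mL final as positive, DMSO-only wells as negative · Timing – 6 h compound treatment, 37 °C · Measure – % activation vs tunicamycin · Technique – luminescence read with Steady-Glo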
EBI2 block = antagonists of human EBI2 receptor; P32249; EBI2 beta-arrestin recruitment, luminescence, 7a,25-OHC stimulated; inhibition, % at 5 µM; 360,000 compounds, 0.81% hits; AID 651636; in the data active = inhibition above about 38%;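 also: enzyme fragment complementation signal reports receptor beta-arrestin coupling in cells; 0% = agonist plus DMSO wells and 100% = wells without agonist; some results beyond the cut were filed as inactive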
CCR6 antagonist = blocks CCL20-driven beta-arrestin recruitment at human CCR6. CHO-K1 CCR6 PathHunter beta-arrestin, luminescence, CCL20-stimulated. inhibition, % at 20 µM. 340,000 compounds, 0.49% hits. AID 493098;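 active = compounds whose inhibition of the agonist-driven luminescence signal at 20 µM reaches about 50%, limit read from the data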;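 also: cells stimulated with CCL20 at 14 nM final; plate controls were DMSO with CCL20 for no effect and DMSO without agonist for full effect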
XBP1 UPR activ = activators of adaptive arm of unfolded protein response (XBP1) | CHO-XBP1 luciferase reporter, IRE1-XBP1 UPR activation, luminescence; percent of tunicamycin response, DMSO as zero | activation, % at 20 µM | 330,000 compounds, 0.33% hits | AID 463104;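 active = versus positive control, 20 µM dose yields 30% or more activation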;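 also: 100% = tunicamycin at 10 µg/mL and 0% = DMSO only wells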
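Assay system: CHO-XBP1 luciferase reporter cells; Schedule: 6 h treatment, 37 °C; Detection: glow luminescence from Steady-Glo reagent; Benchmarks: high control tunicamycin 10 µg/mL final, low control DMSO vehicle only.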
CXCR6 block = CXCR6 (human) receptor inhibition; 360,000 compounds, 0.36% hits; CHO-K1 PathHunter CXCR6 beta-arrestin, luminescence; inhibition, % at 20 µM; O00574; in the data active = inhibition above about 34%, passing the limit was not always enough;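 also: antagonist mode with CXCL16 agonist at 10 nM final; 0% = 10 nM CXCL16 with DMSO and 100% = unstimulated wells without agonist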
Mdm2 MdmX PPI = human Mdm2/MdmX binding inhibition. O15151+Q00987. SaOS-2 split-luciferase Mdm2/MdmX complementation, luminescence. inhibition, % at 8 µM. 330,000 compounds, 3% hits. AID 485346;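 active = inhibition of at least 50% at 8 µM in the primary screen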
Target sequence (O15151 whole entry, looked up): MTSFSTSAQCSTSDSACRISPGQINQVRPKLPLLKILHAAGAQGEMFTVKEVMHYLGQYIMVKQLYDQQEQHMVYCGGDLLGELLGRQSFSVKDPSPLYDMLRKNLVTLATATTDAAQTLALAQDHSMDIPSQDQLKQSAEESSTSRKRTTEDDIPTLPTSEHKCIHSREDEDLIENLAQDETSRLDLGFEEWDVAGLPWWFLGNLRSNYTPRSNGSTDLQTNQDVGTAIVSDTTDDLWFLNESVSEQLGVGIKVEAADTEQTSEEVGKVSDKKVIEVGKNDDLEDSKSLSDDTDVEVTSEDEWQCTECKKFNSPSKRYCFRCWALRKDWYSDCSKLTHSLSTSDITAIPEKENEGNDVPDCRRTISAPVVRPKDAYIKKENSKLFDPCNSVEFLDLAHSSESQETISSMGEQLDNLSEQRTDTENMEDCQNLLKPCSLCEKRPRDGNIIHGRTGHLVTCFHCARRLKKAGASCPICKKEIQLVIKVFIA
Target sequence (Q00987 whole entry, looked up): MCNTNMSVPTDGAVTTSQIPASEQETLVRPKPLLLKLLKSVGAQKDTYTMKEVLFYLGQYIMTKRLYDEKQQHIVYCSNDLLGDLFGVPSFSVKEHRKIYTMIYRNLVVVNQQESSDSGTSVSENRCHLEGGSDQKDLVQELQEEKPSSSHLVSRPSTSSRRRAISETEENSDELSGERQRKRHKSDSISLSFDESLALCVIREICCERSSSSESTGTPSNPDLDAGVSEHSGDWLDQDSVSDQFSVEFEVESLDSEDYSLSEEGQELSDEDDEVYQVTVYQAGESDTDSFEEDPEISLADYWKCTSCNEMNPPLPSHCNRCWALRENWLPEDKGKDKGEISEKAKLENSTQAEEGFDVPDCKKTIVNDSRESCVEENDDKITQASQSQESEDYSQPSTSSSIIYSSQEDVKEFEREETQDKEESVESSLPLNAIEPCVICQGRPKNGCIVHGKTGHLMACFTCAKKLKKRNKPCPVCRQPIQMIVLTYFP
Active calls of the source: *; · = no result given. Random draw from the library; overall some 5% were active at least once.

canonical_smiles	XBP1 UPR activ	Jurkat NFkB inh	CXCR6 block	Mdm2 MdmX PPI	CCR6 antagonist	Gli-Sufu block	697 NFkB inh	CHOP UPR activ	EBI2 block
N#CC1=C2SCN(Cc3ccco3)CN2C(=O)CC1c1c(F)cccc1Cl (stereo not drawn)	-3	10	-1	-16	13	-2	6	0.0	5
COc1c(S(=O)(=O)NCCCn2ccnc2)ccc(Cl)c1Cl	-2	-1	-1	-5	12	9	-3	-0.8	-1
NC(=O)c1ccc(NC(=O)CCC(=O)N2CCN(S(=O)(=O)c3ccc(Cl)cc3)CC2)cc1	0	3	-4	-15	2	1	5	-1.2	-29
O=C1c2ccccc2S(=O)(=O)c2cc(N3CCN(c4ccccn4)CC3)ccc21	9	-40	-2	36	4	-4	3	4.6	-22
Cc1cccc(NC(=O)CN2C(=O)S/C(=C\c3ccc(O)c([N+](=O)[O-])c3)C2=O)c1	-2	3	23	8	37	-11	19	0.0	4
Nc1ccccc1C(=O)N=Nc1[nH]c(N)c2ccccc12	-1	-61	-8	-31	-8	-65	-39	1.1	-10
Nn1c(SCc2ccc([N+](=O)[O-])cc2)nc2ccccc2c1=O	-3	-4	4	12	17	5	-9	0.1	7
Cc1ccc(C2=NN(CC(=O)NCc3ccccn3)C(=O)CC2)cc1	0	13	-10	-13	-15	-7	21	0.1	-18
CCOC(=O)c1c(-c2ccccc2)csc1NC(=O)c1cccc(N2C(=O)CCC2=O)c1	1	4	-1	-2	10	8	-9	1.2	6
O=C(N/N=C/c1ccnc2ccccc12)c1ccccc1O	0	-6	8	-15	3	-2	-23	2.5	-7
COc1ccccc1-c1c(NC(=O)C(C)C)n(C)c2ccccc2c1=O	0	-2	2	10	16	3	7	1.3	-4
COc1ccc(/C=N/Nc2nc(-c3cccnc3)nc3ccccc23)cc1OC	17	9	0	29	-2	-1	-34	6.0	-22
COC(=O)c1ccc(NC(=S)Nc2ccccn2)cc1	1	-164	7	-135	0	-8	-133	4.2	-5
COc1cccc(C(=O)COc2ccccc2-c2ccccc2)c1	-3	4	-1	28	32	1	11	-0.3	22
C[n+]1cccc(C(=O)[O-])c1	-8	20	7	-1	4	-1	18	-0.8	2
CC1=C(C(=O)OCc2ccc3c(c2)OCO3)C(c2ccc(F)cc2)NC(=O)N1 (stereo not drawn)	0	59*	4	91*	-6	-12	-37	-1.9	2
COc1ccc(C(=O)N2CCCC(c3nc(-c4ccc(OC)c(OC)c4)no3)C2)c(OC)c1 (stereo not drawn)	0	10	0	9	3	0	14	-1.1	9
O=C1C=C(c2ccc(CO)cc2)C[C@@H](c2ccc3c(c2)OCO3)C1	1	13	-4	-8	1	-6	1	0.2	7
O=C(NC(=S)NCCc1ccccc1)c1ccccc1	0	-41	1	-5	14	-15	-44	2.6	4
COC(=O)NNC(=O)COc1ccc(Br)c(C)c1	0	-1	2	13	-1	7	-3	-1.2	4
COc1cc(N/N=C/c2ccc(N(C)C)cc2)ncn1	-11	-155	6	-133	12	-148	-234	-3.2	10
CN(C)CCNC(=O)c1[nH]nc2c1CCc1ccccc1-2	0	-24	0	-6	4	21	0	8.6	-4
O=C(NCC1CCCO1)c1ccc(NS(=O)(=O)c2cccs2)cc1 (stereo not drawn)	-1	-7	0	13	0	-36	-7	0.0	-14
CC(=O)C1=C(O)C(=O)N(c2ccc(O)cc2)C1c1ccccc1[N+](=O)[O-] (stereo not drawn)	-2	-8	2	-1	-13	-3	-18	2.4	-7
CCN(CC)CCn1c2c(c(SCC(=O)Nc3ccc(C)c(F)c3)nc1=O)CCCC2	2	5	6	24	8	18	-12	2.6	32
O=C(CN1C(=O)NC(c2ccccc2)(c2ccccc2)C1=O)Nc1ccc(N2CCOCC2)cc1	-4	-3	4	12	-5	-7	-3	-0.4	3
CCn1c(/C=C2\C(=O)Nc3ccccc32)nc2ccccc2c1=O	1	26	-1	8	5	22	15	-2.2	6
COc1cc(CNc2ccc(CNc3ncn[nH]3)cc2)ccc1OCC(=O)NC(C)(C)C	-1	-5	-12	20	5	8	-53	0.5	-6
CCCC(C)C(=O)NCc1ccc2c(c1)OCO2 (stereo not drawn)	-1	-19	0	19	27	-1	-2	-6.3	-4
Cn1c(CCC(=O)O)nc2cc(S(=O)(=O)N3CCCCC3)ccc21	-1	-12	-5	-38	1	-3	14	1.2	7
COc1ccccc1NC(=O)c1ccccc1-c1nc(-c2ccccc2OC)no1	1	1	13	-5	12	0	2	1.0	13
Cc1ccc(NC(=O)COC(=O)COc2cccc3c2OC(C)(C)C3)cc1S(=O)(=O)N1CCOCC1	2	7	-11	25	-12	-6	-3	-0.5	-18
Cn1ncc2c(NCc3ccccc3)ncnc21	2	-5	7	-21	-7	0	9	1.3	4
FC(F)(F)c1cnc2c(c1)Nc1ccccc1S2	-4	-9	-1	-6	-6	2	12	1.2	-3
O=C(c1cccs1)N(c1ccc(Cl)cc1)C1C=CS(=O)(=O)C1 (stereo not drawn)	-2	9	0	15	4	-5	17	0.7	-8
CC(O)c1cccc(NC(=O)CCCc2ccccc2)c1 (stereo not drawn)	-5	-9	-1	23	9	-7	16	0.2	-10
Cc1ccc(N/N=C2\CS(=O)(=O)N(C)c3ccsc32)cc1	5	-68	0	-99	-15	-29	-64	2.3	-3
CCOc1ccccc1CNC(=O)CCc1cn(CC)c2ccccc12	-4	8	3	7	20	0	19	-1.0	0
COc1cccc(NC(=O)CN(C)C(=O)c2csc3c2CCCC3)c1	-1	13	-1	-3	9	1	2	0.8	-2
COC(=O)c1ccc(COc2ccc(-c3nn[nH]n3)cc2)cc1	1	1	-8	-1	2	8	5	0.3	-5
COC(=O)c1ccccc1Oc1ccc(NC(=O)c2ccco2)cc1	0	-25	-2	-2	12	-1	-3	1.4	-14
COc1ccc(OC)c(-n2c(-c3cccc(S(=O)(=O)N(C)C)c3)n[nH]c2=S)c1	-1	11	-4	-20	-6	8	14	0.7	10
Cc1cccc(Cn2c(SCCO)nc3c2c(=O)n(C)c(=O)n3C)c1	-1	5	27	24	6	-4	7	-1.2	9
COc1ccc(C2CC(c3ccc(OC)cc3)n3nc(NC(=O)c4ccco4)nc3N2)cc1 (stereo not drawn)	1	-4	-3	-6	6	-1	-14	1.0	4
CCN(CC)S(=O)(=O)c1ccc(Cl)c(C(=O)Oc2cccnc2)c1	-2	7	6	14	17	-15	-8	9.1	-13
O=C1NC(=O)C(CC(=O)N(Cc2ccco2)C2(C(=O)NC3CCCCC3)CCCCC2)N1 (stereo not drawn)	-2	-13	-11	7	-12	12	-8	0.6	-1
O=C(C1CC1)N1CCN=C1SCc1ccc(Cl)cc1	1	-12	0	-20	0	6	8	-0.7	-5
O=C(NCC(c1cccnc1)N1CCN(c2ccc(F)cc2)CC1)c1ccc2c(c1)OCO2 (stereo not drawn)	-1	-2	-1	16	12	3	2	-1.2	11
CCCCn1cnc2c(oc3ccccc32)c1=O	-3	-56	-3	-27	0	-24	-15	5.8	-5
CC(C)(C)C1CCC(C(=O)NNC(=O)c2ccncc2)CC1 (stereo not drawn)	-2	20	-2	3	7	-8	24	2.1	0
CCOc1ccc(NC(=O)c2ccc3snnc3c2)cc1	5	-19	2	7	0	-28	-24	1.3	2
CCN(C(=O)CSc1nc2ccccc2c(=O)n1Cc1ccc(C)cc1)C1CCS(=O)(=O)C1 (stereo not drawn)	-3	-3	-24	20	8	34	-1	2.0	-6
CC(C)OCCCNC(=O)CCN1C(=O)COc2ccccc21	-2	-4	0	11	10	-29	-5	-1.0	-10
CCCCNS(=O)(=O)c1ccc(OC)c(Cl)c1Cl	3	-7	1	16	2	-13	-14	-1.3	8
Cc1cc(C)n2nc(SCC(=O)Nc3ccccc3)nc2n1	-2	5	-3	3	1	-12	0	-0.6	-13
CCNc1nc(N2CCCC2)nc(N2CCCC2)n1	0	3	0	21	21	7	-49	-3.4	-2
CCN1C(=O)C(F)(CC)C(=O)c2ccccc21 (stereo not drawn)	2	10	-4	-5	-12	5	-6	1.9	-6
Cn1nc(CC(=O)NC2CCCCCCCCCCC2)c2ccccc2c1=O	-3	5	13	28	13	27	-37	0.4	2
COCc1cc(C)nc(Nc2ccc(C)c(C)c2)c1C#N	-2	-6	2	14	12	-8	17	-2.8	11
Cc1nnc(N/N=C/c2cccc(C(F)(F)F)c2)n1N	4	5	-15	5	-6	16	14	1.1	-23
CNc1oc(-c2ccccc2Cl)nc1C#N	4	-16	-1	1	13	-18	-15	1.3	4
CCCCCC#CCC#CCC#CCC#CCCCC(=O)O	-4	12	·	12	·	·	-14	-2.2	·
O=C(NCC1CC1)[C@]1(C(F)(F)F)C[C@H](CCC2CCCCC2)CCCO1	-2	6	4	18	4	-9	1	1.0	0

Full records from above. Values in the order: XBP1 UPR activ | Jurkat NFkB inh | CXCR6 block | Mdm2 MdmX PPI | CCR6 antagonist | Gli-Sufu block | 697 NFkB inh | CHOP UPR activ | EBI2 block
CCNc1nc(N2CCCC2)nc(N2CCCC2)n1 is entered as 0 | 3 | 0 | 21 | 21 | 7 | -49 | -3.4 | -2
Cn1nc(CC(=O)NC2CCCCCCCCCCC2)c2ccccc2c1=O is entered as -3 | 5 | 13 | 28 | 13 | 27 | -37 | 0.4 | 2
